ERK EGF inh = blocks ERK signaling stimulated by EGF; HEK293-V1b, EGF-stimulated phospho-ERK AlphaScreen; Potency, µM (series often up to 11.5 µM), for inactives: top-dose activity change, negative = inhibition, usual class: inhibitors; hit rate 0.41% among 130,000; AID 1454; active = well fitted inhibition curve with a large enough effect; inconclusive = small, poorly fitted or top-dose-only effect, or effect the other way;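 also: plate controls were stimulated vehicle wells for no effect and unstimulated vehicle basal for full effect; nearly all actives have a fitted effect of over 55% in size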
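Homogeneous cell-based phospho-ERK assay: HEK293/V1b cells in 1% FBS, compound 30 min then EGF 5 min, AlphaScreen luminescence. Activity normalized between DMSO and 25 nM EGF controls; AC50 from Hill modelling.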
* marks the source's active call; other numbers are inactive results; ? = inconclusive; [ ] = remark or other dose. Potency is read from the fitted curve at half-maximal effect. These rows are one share of the data; rates above refer to the full screens.

COc1c2occc2c(OC)c2c(=O)cc(C)oc12
  ERK EGF inh: -1.8%[57.5 µM]
CC(=O)Oc1ccc2nc(CN3C(=O)c4ccc([N+](=O)[O-])cc4C3=O)oc(=O)c2c1
  ERK EGF inh: -0.7%
Cn1cc(/C=C2\SC(=S)N(NC(=O)c3cccc(Cl)c3)C2=O)c2ccccc21
  ERK EGF inh: 0.1%[57.5 µM]
Cc1ccc(CNC(=O)COC(=O)c2cnc(C)cn2)cc1
  ERK EGF inh: -6.5%
CC1CC(C)CN(CCCSc2ccccc2)C1 (configuration not stated)
  ERK EGF inh: 0.8%
CCOC(=O)Cc1nc2cc(Cl)ccc2o1
  ERK EGF inh: 2.4%
C=CCNC(=S)Nc1ccc(C)cc1[N+](=O)[O-]
  ERK EGF inh: -5.6%
O=C(CN1CCN(Cc2ccccc2)CC1)N1CCN(c2ccccc2)CC1
  ERK EGF inh: 10.6%[57.5 µM]
CCC(c1nnnn1Cc1cccs1)N1CCN(C(=O)c2ccco2)CC1 (configuration not stated)
  ERK EGF inh: -0.4%
Cc1ccc(N(C(=O)C(F)(F)F)C(C(=O)NC2CCCCC2)c2ccncc2)cc1C (configuration not stated)
  ERK EGF inh: 1.2%

5 compounds drawn at random from the list so far:
Cc1ccc(N(C(=O)C(F)(F)F)C(C(=O)NC2CCCCC2)c2ccncc2)cc1C (configuration not stated)
  ERK EGF inh: 1.2%
Cc1ccc(CNC(=O)COC(=O)c2cnc(C)cn2)cc1
  ERK EGF inh: -6.5%
CC1CC(C)CN(CCCSc2ccccc2)C1 (configuration not stated)
  ERK EGF inh: 0.8%
CC(=O)Oc1ccc2nc(CN3C(=O)c4ccc([N+](=O)[O-])cc4C3=O)oc(=O)c2c1
  ERK EGF inh: -0.7%
CCC(c1nnnn1Cc1cccs1)N1CCN(C(=O)c2ccco2)CC1 (configuration not stated)
  ERK EGF inh: -0.4%

Returning to the listing; the 4 compounds before the break are reprinted first.
C=CCNC(=S)Nc1ccc(C)cc1[N+](=O)[O-]
  ERK EGF inh: -5.6%
O=C(CN1CCN(Cc2ccccc2)CC1)N1CCN(c2ccccc2)CC1
  ERK EGF inh: 10.6%[57.5 µM]
CCC(c1nnnn1Cc1cccs1)N1CCN(C(=O)c2ccco2)CC1 (configuration not stated)
  ERK EGF inh: -0.4%
Cc1ccc(N(C(=O)C(F)(F)F)C(C(=O)NC2CCCCC2)c2ccncc2)cc1C (configuration not stated)
  ERK EGF inh: 1.2%
CC(=O)NC(Cc1ccccc1)C(=O)NC1CCN(C(=O)c2ccc([N+](=O)[O-])cc2)CC1 (configuration not stated)
  ERK EGF inh: 1.2%
CC(=O)Nc1ccc2ccc3cccc4ccc1c2c34
  ERK EGF inh: 5.3%
Cc1nc(Nc2nc3ccccc3o2)nc(C)c1C(=O)Nc1ccc(F)cc1
  ERK EGF inh: -9.8%
O=S1(=O)CCN(OCc2ccc(F)cc2Cl)CC1
  ERK EGF inh: -1.6%
COc1cc(C=O)ccc1Oc1nc(Nc2ccc(F)cc2F)nc(N2CCOCC2)n1
  ERK EGF inh: 0.7%
CN(C)S(=O)(=O)c1ccc2c(c1)nc(CCC(=O)Nc1ccc(N3CCOCC3)cc1)n2C
  ERK EGF inh: -3.1%
Cc1cc(C(=O)OCC(=O)c2cccc([N+](=O)[O-])c2)c2ccccc2n1
  ERK EGF inh: 4.7%
CN1CC[C@@]2(CCCN(C(=O)c3cccc(F)c3)C2)C1
  ERK EGF inh: 6.7%
N#Cc1ccc(CN2CCC3(CC2)CCN(C(=O)c2cnccn2)CC3)cc1
  ERK EGF inh: 2.2%
CC(C)c1onc(C(=O)Nc2sc3c(c2C#N)CCC3)c1[N+](=O)[O-]
  ERK EGF inh: 1.6%

COc1cccc(-n2c([S-])c(C(=O)Nc3ccc(C(F)(F)F)cc3)[n+]3ccccc23)c1
  ERK EGF inh: 5.6%
CCOC(=O)C1CCN(C(=O)CSc2ccccc2Cl)CC1
  ERK EGF inh: 0.3%
Cc1ccc(C2Nc3ccccc3-c3nc4ccccc4n32)o1 (configuration not stated)
  ERK EGF inh: -1.8%
COC(=O)c1ccc(C(NC(=O)OCc2ccccc2)/C(=C/[C@@H](C)C(=O)NCc2ccc(S(C)(=O)=O)cc2)c2cccnc2)cc1 (some centres not stated)
  ERK EGF inh: -5.8%
COc1ccc(CNS(=O)(=O)NCc2ccc(OC)c(OC)c2)cc1
  ERK EGF inh: 0.4%
CSCCC(=O)Nc1nc(-c2ccccn2)cs1
  ERK EGF inh: 9.4%
FC(F)Sc1ccc(NC(=S)NC(c2ccccc2)c2ccccc2)cc1
  ERK EGF inh: -5.8%
COc1cc2nc(N3CCN(C(=O)[C@@H]4CCCO4)CC3)nc(N)c2cc1OC
  ERK EGF inh: 10.3%[25.7 µM]
Cc1cc(NC(=O)CSc2n[nH]c(N)n2)no1
  ERK EGF inh: -0.2%
COc1ccc(Cn2c(-c3ccc(OC)c(O)c3)nc3ccccc32)cc1O
  ERK EGF inh: -1.4%

Cc1c2ccccc2nc2c(F)c(NCCO)c(F)c(F)c12
  ERK EGF inh: 4.2%
O=C(Cc1ccccc1)NNC(=O)c1cnccn1
  ERK EGF inh: -4.5%
O=C(N/N=C1\CCCc2ccccc21)c1cccc(Br)c1
  ERK EGF inh: -10.4%
OCCCNC(=S)Nc1ccc(Br)cc1Cl
  ERK EGF inh: -13.7%[57.5 µM]
O=C(O)c1ccccc1OP(=O)(O)O
  ERK EGF inh: 8.0%
Cc1ccc2c(c1)c1nnc(SCC(=O)N3CCN(c4ccc(F)cc4)CC3)nc1n2CC(=O)O
  ERK EGF inh: 5.5%
NCCCC[C@H](NC(=O)C1CCNCC1)c1nnc([C@@H](N)Cc2ccc(O)cc2)o1
  ERK EGF inh: -6.3%[57.5 µM]
CN(CC(=O)Nc1ccc(F)cc1)C(=O)CSc1nc2ncc(Cl)cc2[nH]1
  ERK EGF inh: 1.4%
CCOc1cc(C2C(C(C)=O)=C(O)C(=O)N2CCc2c[nH]c3ccccc23)ccc1O (configuration not stated)
  ERK EGF inh: 0.8%
O=C(CSc1nnc(SCc2ccc(Cl)cc2)s1)N/N=C/c1ccccc1Cl
  ERK EGF inh: 7.2%

CC(C)CCNC(=O)c1cccnc1Sc1ccccc1
  ERK EGF inh: -3.7%
COc1ccc(NC(C)=O)cc1S(=O)(=O)N1CCc2ccccc21
  ERK EGF inh: 0.3%
COC(=O)c1c(-c2c(Cl)cccc2Cl)noc1NC(=O)N(C)C
  ERK EGF inh: 4.1%[57.5 µM]
Cc1ccnc2nc(C(=O)Nc3nc(-c4ccccn4)cs3)nn12
  ERK EGF inh: -3.9%
S=C(NCCc1ccccc1)N1CCN(C23CC4CC(CC(C4)C2)C3)CC1
  ERK EGF inh: ?
Cc1ccc(S(=O)(=O)/N=C(/Nc2c(C)n(C)n(-c3ccccc3)c2=O)c2ccccc2)cc1
  ERK EGF inh: 5.4%
COCc1cc(C)n(CC(=O)Nc2cc(C)cc(C)c2)c(=O)c1C#N
  ERK EGF inh: -3.6%
CCOC(=O)Cc1cc(-c2ccc(F)cc2)nc2ccc3ccccc3c12
  ERK EGF inh: 6.8%
N#Cc1ccc(/C=N/NC(=S)Nc2ccc(S(=O)(=O)N3CCOCC3)cc2)cc1
  ERK EGF inh: -7.2%[57.5 µM]
Cc1cc(NC(=O)C(C)SCC(=O)O)no1 (configuration not stated)
  ERK EGF inh: -0.1%

COc1ccc(C2NS(=O)(=O)N=C2N)cc1 (configuration not stated)
  ERK EGF inh: 12.3%
COc1ccc(CCNC(=O)CC2SC(=NCc3ccccc3)NC2=O)cc1 (configuration not stated)
  ERK EGF inh: -10.8%
CN(/C(=N/S(=O)(=O)c1ccccc1)c1ccccc1)S(=O)(=O)c1ccccc1
  ERK EGF inh: 0.4%
Cc1nn(Cc2ccccc2)c(C)c1NC(=O)c1ccc([N+](=O)[O-])cc1[N+](=O)[O-]
  ERK EGF inh: -6.5%
CC(C)(C)CC(C)(C)N=C1NS(=O)(=O)c2cc([N+](=O)[O-])ccc21
  ERK EGF inh: -6.8%
CC(NC(=O)c1cc(S(=O)(=O)N(C)C)ccc1N1CCCC1)C1CC2CCC1C2 (configuration not stated)
  ERK EGF inh: 1.4%
CC(=O)c1cc(-c2ccccc2)n(CCC(=O)NC2CCC(C)CC2)c1C (configuration not stated)
  ERK EGF inh: 2.2%
CC(C)(C)[C@@H]1C=C(C(=O)NCc2ccccc2)O[C@H](OCc2ccc(CO)cc2)C1
  ERK EGF inh: -1.1%[57.5 µM]
Cc1ccc(C(=O)NCCc2nc3ccccc3[nH]2)cc1[N+](=O)[O-]
  ERK EGF inh: 11.7%
CCOc1[nH]n(-c2ccccc2)c(=O)c1C=Nc1ccc(F)cc1F
  ERK EGF inh: 2.6%

CC(=O)Nc1ccc(C(=O)OCc2ccc(F)cc2)cc1
  ERK EGF inh: -3.7%
CN(C)C(=O)C12CCC(C)(c3nc4ccccc4nc31)C2(C)C (configuration not stated)
  ERK EGF inh: -19.4%[57.5 µM]
O=c1cc(-c2ccccc2)c2c([nH]1)CCCC2
  ERK EGF inh: 0.0%[57.5 µM]
CCOc1ccc(CN2CCN(Cc3nc(C(C)C)cs3)CC2CCO)cc1 (configuration not stated)
  ERK EGF inh: 4.3%
CCOc1cc(C)c(C(C)C)cc1S(=O)(=O)n1cnc(C)c1
  ERK EGF inh: 2.9%
CCCNS(=O)(=O)c1ccc(CCC(=O)Nc2cc(Cl)ccc2Oc2ccccc2)cc1
  ERK EGF inh: -7.6%
CC(C)Cc1nc2ccc(N)cc2[nH]1
  ERK EGF inh: -9.8%
CCN(CCn1cccn1)C(=O)CC1C(=O)NCCN1Cc1cc(OC)cc(OC)c1 (configuration not stated)
  ERK EGF inh: -23.2%[57.5 µM]
O=C(O)C(Cc1c[nH]c2ccccc12)NS(=O)(=O)c1ccccc1 (configuration not stated)
  ERK EGF inh: 11.0%
COC(=O)c1sc(C(F)(F)F)c(-c2ccccc2)c1S(=O)(=O)N(C)C
  ERK EGF inh: -0.5%[57.5 µM]

COc1ccc(F)cc1C(=O)C1CCCN(Cc2cnc(N3CCCC3)s2)C1 (configuration not stated)
  ERK EGF inh: -3.6%
Nc1ccc2oc(-c3ccc4nc[nH]c4c3)nc2c1
  ERK EGF inh: 0.5%
COc1cccc(N2CCN(Cc3nc4scc(-c5ccccc5)c4c(=O)[nH]3)CC2)c1
  ERK EGF inh: -4.8%
Cc1ccc(NC(=O)CSc2nnc(-c3cccs3)o2)cc1S(=O)(=O)N1CCCCC1
  ERK EGF inh: 4.1%
Cc1ccc(CSc2nnc(NC(=O)Cn3cnc4ccccc4c3=O)s2)cc1
  ERK EGF inh: -20.3%[57.5 µM]
O=C(Nc1ccc(Cl)cc1)N1CCOC12CCCCC2
  ERK EGF inh: 0.4%
Cc1nn(Cc2ccccc2)c(C)c1NC(=O)CSc1n[nH]c(C)c1[N+](=O)[O-]
  ERK EGF inh: 4.4%
